aSyn tox rescue = qHTS of alpha-syn Inhibitors: NCGC Sytravon Library Screen; 94,000 compounds, 0.02% hits; S. cerevisiae alpha-synuclein toxicity rescue, BacTiter-Glo growth, 24 h; Potency, µM (highest dose often 46.1 µM), inactives show top-dose growth rescue (activation), hits mostly activators; active means well fitted activation curve with a large enough effect; inconclusive means small, poorly fitted or top-dose-only effect; further: 0% is about no effect
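Growth restoration measured by BacTiter-Glo luminescence after 24 hr at 30 deg C; alpha-synuclein yeast, raffinose-pregrown to mid-log, were added at OD600=0.02 in galactose medium onto pinned compounds.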
An asterisk follows results filed as active; ? = inconclusive; [ ] = remark or other dose. Potency means the concentration at half of the fitted maximal effect. Only part of the results is shown, so the mix of outcomes need not match the whole.

No.	mol	aSyn tox rescue
1	COc1ccc(/C=C/CN2CCN(Cc3ccc(F)cc3)C(CCO)C2)cc1 (stereo not given)	0%
2	CCCN1C(=O)C(Cc2nc3ccccc3c(=O)n2CC)c2ccccc21 (stereo not given)	2%
3	Cc1cccc(N2CCN(C(=O)c3ccccc3OCc3c(C)noc3C)CC2)c1C	17%
4	O=C(NCCC(=O)N1CCN(S(=O)(=O)c2ccc(Cl)cc2)CC1)Nc1ccccc1	4%
5	COc1ccc(CCNC(=O)Cc2c(C)c3cc4c(C(C)(C)C)coc4c(C)c3oc2=O)cc1OC	-9%
6	O=C(CC1Oc2ccccc2NC1=O)NCc1ccc(F)cc1 (stereo not given)	-11%
7	COc1ccc(CNC(=O)C(C)n2c(=O)cc(C)c3c(C)nn(-c4ccccc4)c32)cc1 (stereo not given)	4%
8	CN(C)Cc1c[nH]c2nccnc12	5%
9	Cc1c[nH]c(=O)c([N+](=O)[O-])c1	-4%
10	CCCSc1ncc(Cl)c(C(=O)N(Cc2ccccc2)c2ccc(OC)cc2)n1	12%
11	Cc1ccc(O)c(NC(=O)CCS(=O)(=O)c2nc(-c3ccc4c(c3)OCO4)cc(C(F)(F)F)n2)c1	-8%
12	O=C1OCC/C1=C1/NCCNC1=O	-3%
13	C[C@@H]1CCCCO[C@@H](CN(C)S(=O)(=O)c2ccccc2)[C@@H](C)CN([C@H](C)CO)C(=O)c2cc(N(C)C)ccc2O1	-3%
14	COCCNC(=O)/C(C#N)=C/c1ccc(-c2ccc(S(=O)(=O)N3CCOCC3)cc2)o1	5%
15	O=C(NCC1CCN(Cc2ccccc2Cl)CC1)Nc1cccc(Cl)c1	-2%
16	CNc1ccccc1C(C)(C)c1cn(-c2ccc([N+](=O)[O-])cc2)nn1	6%
17	O=C(Nc1ccc(F)cc1C(F)(F)F)C1CCN(c2ncccn2)CC1	6%
18	c1ccc2c(-c3cncc4ccccc34)cncc2c1	11%
19	CCOC(=O)c1cc(-c2ccc(C)cc2)n(CC(=O)Nc2cccc(C(C)=O)c2)c1C	-3%
20	COc1ccccc1N1C(=O)C2C(c3ccc(F)cc3)NN(C(=O)c3ccc(C)cc3)C2C1=O (stereo not given)	7%

Ordered by molar mass (highest first): 6 of the compounds above
No.	mol	aSyn tox rescue
20	COc1ccccc1N1C(=O)C2C(c3ccc(F)cc3)NN(C(=O)c3ccc(C)cc3)C2C1=O (stereo not given)	7%
14	COCCNC(=O)/C(C#N)=C/c1ccc(-c2ccc(S(=O)(=O)N3CCOCC3)cc2)o1	5%
15	O=C(NCC1CCN(Cc2ccccc2Cl)CC1)Nc1cccc(Cl)c1	-2%
17	O=C(Nc1ccc(F)cc1C(F)(F)F)C1CCN(c2ncccn2)CC1	6%
16	CNc1ccccc1C(C)(C)c1cn(-c2ccc([N+](=O)[O-])cc2)nn1	6%
18	c1ccc2c(-c3cncc4ccccc34)cncc2c1	11%

(list continues)
No.	mol	aSyn tox rescue
21	COc1cc2ccccc2cc1C(=O)Nc1ccncc1	-9%
22	CCOc1ccc(NC(=O)c2cccc(N3CCCS3(=O)=O)c2)cc1	1%
23	CC(OC(=O)c1cccs1)C(=O)NC1CC1 (stereo not given)	8%
24	Cc1ccc(-c2nnc(NC(=O)c3ccc4c(c3)OCCO4)o2)c(C)c1	-1%
25	CCCCN(Cc1ccco1)C(=O)c1cc2c(s1)-c1c(C)cccc1OC2	10%
26	CCc1cccc(NC(=O)Cn2c(C(=O)OC)cc3sc(Cl)cc32)c1	-8%
27	CC(Oc1ccc(Br)cc1)C(=O)Nc1ncn[nH]1 (stereo not given)	-12%
28	CCCNC(=O)c1c(C)nn(-c2cccc(C)c2)c1-n1cccc1	8%
29	Cc1ccc(N(C)C(=O)C2CCN(S(=O)(=O)c3cn(C)cn3)CC2)cc1	-6%
30	COc1ccccc1N1CCN(C(C)C(=O)N2CC(C)OC(C)C2)CC1 (stereo not given)	-2%
31	COc1ccc(S(=O)(=O)c2cn(Cc3ccccc3)c3cc(N4CCCC4)c(F)cc3c2=O)cc1	-7%
32	CCOc1ccccc1NC(=O)C1CCN(S(=O)(=O)c2ccc3c(c2)CCCN3C(C)=O)CC1	-2%
33	CSc1ncnc2c1ncn2CCCN1CCN(c2ccccn2)CC1	0%
34	Cn1cc(C(=O)N2CCN(c3cccc(C(F)(F)F)c3)CC2)c2c3ccccc3n(C)c2c1=O	7%
35	Cc1ccc(NC(=O)N2CCN(C)CC2)cc1NC(=O)N1CCN(C)CC1	-5%
36	CC(OC(=O)c1cccc(-n2cnnn2)c1)C(=O)c1ccccc1 (stereo not given)	12%
37	O=C(NN=Cc1ccc(Cl)cc1Cl)c1ccccc1	-2%
38	O=C(NC1CCCCC1)c1cc(-c2ccccc2O)on1	0%
39	CCCCN(C)C(=O)C1CCCN(c2ncnc3onc(C)c23)C1 (stereo not given)	-8%
40	COc1ccccc1C(=O)NCCC(=O)Nc1ccncc1	-1%
41	Cc1ccc(N2CC(C(=O)Nc3cccc(S(=O)(=O)N4CCOCC4)c3)CC2=O)cc1 (stereo not given)	-3%
42	Cc1nc2sccn2c(=O)c1S(=O)(=O)Nc1cc(C(F)(F)F)ccc1Cl	4%
43	COc1ccc(CC(=O)NCc2nc3cccnc3n2Cc2ccc(C)cc2)cc1	-5%
44	COc1cc(Cl)c(C)cc1NC(=O)C1CCCN(c2ncnc3onc(-c4ccc(F)cc4)c23)C1 (stereo not given)	-9%
45	CCCCOC(=O)c1nnc(-c2ccc(Cl)cc2)o1	-19%
46	Cc1ccccc1CN1C(=O)c2ccccc2Sc2ccc(C(=O)N3CCOCC3)cc21	7%
47	O=C(OCC(=O)N1CCCCC1)c1n[nH]c(=O)c2ccccc12	7%
48	O=C(Nc1cccc(C(F)(F)F)c1)C1CCN(c2nnc(-n3cccc3)s2)CC1	-8%
49	Cc1ccccc1NC(=O)c1nc(-c2ccncc2)no1	-7%
50	CN(C)S(=O)(=O)c1ccc(Cl)c(NC(=O)COC(=O)C2CSC3(C)CCC(=O)N23)c1 (stereo not given)	3%
51	CC1(C)Cc2c(c(-c3ccco3)nc3sc4c(NCCCO)ncnc4c23)CO1	14%
52	COc1ccc(-c2onc(C)c2C)cc1S(=O)(=O)NCc1ccc(Br)cc1	?
53	O=C(Nc1ccc2ccccc2n1)Nc1cccs1	3%
54	COc1cc(/C=C/C(=O)O)cc(S(=O)(=O)Nc2ccc3c(c2)CCC3)c1OC	-1%
55	CCc1ccccc1N(C)C(=O)c1cn(-c2cccc(OC)c2)c(=O)c2ccccc12	-5%
56	CCN1CCN(CCCNC(=O)c2cnn(-c3ccccc3)c2C2CCN(C(=O)OC(C)(C)C)CC2)CC1	-5%
57	N#Cc1ccc(C(=O)OCC(=O)N2CCCCCC2)cc1	-6%
58	COc1ccc(CNC(=O)Cn2c(SCC(=O)N(C)c3ccccc3)nc3ccccc32)cc1	-9%
59	O=S(=O)(c1ccc(Cl)cc1)c1nc(-c2cccs2)oc1SCc1ccc(F)cc1	5%
60	Cc1ccccc1OCc1ccc(-c2nc(C#N)c(NCc3cccnc3)o2)o1	-4%
61	COc1cc(NC(=O)CSc2nc(=O)n(CCN3CCOCC3)c3c2CCCC3)cc(OC)c1	-6%
62	CCN(CC)C(=O)c1cc2c(=O)c3cc(Cl)ccc3oc2nc1C	-13%
63	COCCNc1nnc(SCC(=O)NC(=O)c2ccc(Cl)cc2)s1	4%
64	COc1cc(NC(=O)C2CCN(S(=O)(=O)c3cccs3)CC2)c(C(=O)O)cc1OC	2%
65	CC(C)OCCCNC(=O)c1ccc(Cn2c(=O)c3cccn3c3cccnc32)cc1	-7%
66	COc1cccc(-c2cc(C(=O)Nc3cc(Cl)ccc3O)on2)c1	-9%
67	COc1ccc(C2CC(=O)N(Cc3cccc(C)c3)c3c2c(C)nn3-c2nc(C)cc(C)n2)c(OC)c1 (stereo not given)	2%
68	CCOc1ccc(NC(=O)C2CCN(c3nnc(-n4c(C)ccc4C)s3)CC2)cc1	1%
69	CCCOc1ccc(NC(=O)CC2C(=O)N(c3ccc(Cl)cc3)C(=O)N2CCc2ccncc2)cc1 (stereo not given)	-7%
70	Cc1cc2nc(-c3ccc(OCc4ccccc4F)cc3)cc(C(F)(F)F)n2n1	1%

4 compounds picked at random from those above, as already listed:
No.	mol	aSyn tox rescue
68	CCOc1ccc(NC(=O)C2CCN(c3nnc(-n4c(C)ccc4C)s3)CC2)cc1	1%
66	COc1cccc(-c2cc(C(=O)Nc3cc(Cl)ccc3O)on2)c1	-9%
64	COc1cc(NC(=O)C2CCN(S(=O)(=O)c3cccs3)CC2)c(C(=O)O)cc1OC	2%
63	COCCNc1nnc(SCC(=O)NC(=O)c2ccc(Cl)cc2)s1	4%

Further compounds follow.
No.	mol	aSyn tox rescue
71	Cc1cc(C(=O)NC(C)Cc2ccccc2)cc(C)c1[N+](=O)[O-] (stereo not given)	-7%
72	COc1cccc(OC)c1Cn1nnc2c(=O)[nH]c(C3CCN(C(=O)c4ccccc4)CC3)nc21	-2%
73	O=C1c2ccccc2C(O)N1Cc1ccccc1Cl (stereo not given)	6%
74	CCc1cc2c(cc3c(=O)n(CC(=O)N4CCC(C)CC4)nc(CC)n32)s1	0%
75	CCOCCCNC(=O)c1ccc(NC(=O)N2CCCCc3ccccc32)cc1	7%
76	Cc1nn(CC(=O)O)c(C)c1N	3%
77	COc1cccc(CN2c3ccccc3-c3nc(SCC(=O)Nc4ccccc4Cl)ncc3S2(=O)=O)c1	2%
78	CCC(C)NC(=O)c1ccc(Cn2c(=O)c3cccn3c3cccnc32)cc1 (stereo not given)	-6%
79	Cc1cccc(CSc2nc(-c3cccc(C)c3)nc3c2Cc2c(CO)cnc(C)c2O3)c1	3%
80	CCOc1cc(C(=O)Nc2ccc3oc(-c4ccc(CC)cc4)nc3c2)cc(OCC)c1OCC	-12%
81	COc1cc(/C=C/C(=O)NNC(=O)c2cccc(S(=O)(=O)N(C)C)c2)cc(OC)c1OC	5%
82	CCOc1ccc(NC(=O)CN2C(=O)CC(C)Sc3ccccc32)cc1 (stereo not given)	15%
83	O=C(N/N=C/c1ccccc1O)C1CC(=O)N(c2ccc(F)cc2)C1 (stereo not given)	5%
84	CCC1=Nc2cc(C(=O)NCc3ccccc3OC)ccc2Sc2ccc(Cl)cc21	3%
85	COC(=O)c1cnc(SCc2ccc(Cl)cc2)n1C	-2%
86	Cc1ccc(NC(=O)c2cccc3c(=O)c4c([nH]c23)CCCC4)c(C)c1	-24%
87	O=C(CSc1nc2ccccc2c(=O)n1-c1ccccc1)NCC1CCCO1 (stereo not given)	-5%
88	COc1cccc(Nc2ccc(-n3ccnc3)nn2)c1	-8%
89	Cc1ccc(-c2nc(CS(=O)(=O)CC(=O)N3CCCCCC3)c(C)o2)cc1	-1%
90	NNC(=O)Cc1cc(=O)[nH][nH]1	-5%
91	Cc1cccc(NC(=O)CN2CCN(C(=O)c3cc(C4CC4)nn3-c3ccccc3)CC2)c1C	-7%
92	CCOc1ccc(N2CC(C(=O)Nc3nnc(CC)s3)CC2=O)cc1 (stereo not given)	2%
93	CCOc1ccc(NC(=O)c2c(NC(=O)Cc3ccccc3)sc3c2CCC(C)C3)cc1 (stereo not given)	-62%[inhibitor]
94	O=C(NCCSc1c(-c2ccccc2)[nH]c2ccccc12)c1cc2ccccc2oc1=O	-3%
95	COc1ccc(CN2CCc3c(c(=O)n4ncc(C(=O)N5CCN(c6ccccc6F)CC5)c4n3C)C2)cc1	6%
96	Cc1c(C=O)c2ccccc2n1CC(=O)NCc1ccccc1	4%
97	C/C(CC(=O)Nc1ccc2c(c1)OCO2)=N\NC(=O)OC(C)(C)C	18%
98	Cc1ccccc1CN1c2ccccc2-c2nc(SCC(=O)Nc3cc(F)ccc3F)ncc2S1(=O)=O	-2%
99	COc1ccc(CCNC(=O)Cn2c(=O)c3cccn3c3ccc(F)cc32)cc1OC	-12%
100	Cc1[nH]c(=O)[nH]c(=O)c1S(=O)(=O)N1CCCC(C(=O)NCc2ccc3c(c2)OCO3)C1 (stereo not given)	9%
101	CC1=C(C(=O)N(C)C)CC(CC(=O)NCC2CCCCC2)C(=O)N1CCCN1CCCC1=O (stereo not given)	-4%
102	CCCOc1ccc(CNC(=O)C(CC)n2nc(C)c3sc4ccccc4c3c2=O)cc1 (stereo not given)	13%
103	COc1cc(Nc2ncc3c(n2)CCN(Cc2cc(F)cc(F)c2)C3)cc(OC)c1	-5%
104	Cc1ccc(NC(=O)CSc2nc3sc(C)cc3c(=O)n2C)cc1	-7%
105	Cc1ccc(-c2csc(=Nc3ccccc3)n2CCCO)cc1	8%
106	COc1ccc(CCC(=O)NNC(=S)Nc2cccc(C(C)=O)c2)cc1	-9%
107	COc1ccc(N2CCN(S(=O)(=O)CCNC(=O)C3CC3)CC2)cc1	-6%
108	Cc1ccc(S(=O)(=O)N2CCOCC2)cc1NC(=O)COC(=O)c1cccnc1Cl	-4%
109	COc1ccc(C2CC(=O)c3cc(-c4nc(-c5cccc([N+](=O)[O-])c5)cs4)c(=O)n(-c4ccccc4)c3C2)cc1 (stereo not given)	-4%
110	Cc1cnc(NC(=O)CC2OC(=O)c3ccccc32)s1 (stereo not given)	-8%
111	CCOc1ccc(OCC)c(NC(=O)CC2Oc3ccc(C)cc3NC2=O)c1 (stereo not given)	0%
112	COc1ccc(C2CCc3cc4c(cc3C2=NO)OCO4)cc1OC (stereo not given)	2%
113	Cc1onc(-c2ccccc2Cl)c1C(=O)Oc1ccc(Br)cc1	-2%
114	CN1CCN(NC(=O)c2cn(-c3ccccc3)nc2-c2ccc(OC(F)F)cc2)CC1	9%
115	COc1cc(-c2nc(CN3CCCN(C(=O)c4ccco4)CC3)c(C)o2)ccc1F	-2%
